IDH1 R132H inh: qHTS for Inhibitors of mutant isocitrate dehydrogenase 1 (IDH1): qHTS; Isocitrate dehydrogenase [NADP] cytoplasmic (Homo sapiens), O75874; IDH1-R132H enzyme, NADPH consumption, diaphorase/resazurin fluorescence; Potency, µM (titrated, usually from 76.6 µM), for inactives: at the highest dose activity change, negative = inhibition, most hits filed as inhibitors; 390,000 tested, 0.093% active; further: potency means the concentration at half of the fitted maximal effect; on the % scale 0 is the no-effect control and ±100 the full control effect; nearly all actives have a fitted effect of over 65% in size
Target sequence (O75874 whole entry R132H, stated change not applied): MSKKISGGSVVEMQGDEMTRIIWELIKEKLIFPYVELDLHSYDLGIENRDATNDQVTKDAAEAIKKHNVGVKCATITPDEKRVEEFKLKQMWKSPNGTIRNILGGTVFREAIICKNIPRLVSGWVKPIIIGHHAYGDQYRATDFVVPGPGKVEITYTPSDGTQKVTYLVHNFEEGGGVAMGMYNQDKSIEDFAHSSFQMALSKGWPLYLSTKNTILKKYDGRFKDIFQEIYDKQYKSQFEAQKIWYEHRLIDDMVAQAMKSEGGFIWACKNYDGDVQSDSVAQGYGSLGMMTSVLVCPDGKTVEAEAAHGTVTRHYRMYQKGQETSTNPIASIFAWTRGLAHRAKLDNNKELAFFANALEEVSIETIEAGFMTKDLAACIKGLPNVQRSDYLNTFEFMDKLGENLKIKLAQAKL
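IDH1-R132H (0.5 ug/mL dispensed) in pH 7.5 Tris buffer was preincubated 30 min with compound, then given a substrate mix of 0.016 mM NADPH and 2 mM alpha-KG for 80 min at room temperature; remaining NADPH was read by diaphorase/resazurin fluorescence.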
TrxR1 substrate: qHTS Assay for Substrates of Mammalian Selenoprotein Thioredoxin Reductase 1 (TrxR1): qHTS. purified TrxR1 substrate turnover, NADPH consumption readout. Thioredoxin reductase 1, cytoplasmic (Rattus norvegicus), O89049. Potency, µM (top dose mostly 114 µM), for inactives: at the highest dose activity change, negative = substrate turnover. 390,000 tested, 0.01% active; further: potency means the concentration at half of the fitted maximal effect; on the % scale 0 is the no-effect control and ±100 the full control effect; nearly all actives have a fitted effect of over 50% in size
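Rat TrxR1, dispensed at 90 nM, was prereduced with 400 uM NADPH (final) for 5 min at ~22 deg C, then incubated with compound 15 min before 400 uM selenite. A first-read NADPH fluorescence drop versus no-compound background flagged substrates.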
Vif-APOBEC3G blk: qHTS for Inhibitors of Vif-A3G Interactions: qHTS; 410,000 tested, 0.076% active; DNA dC->dU-editing enzyme APOBEC-3G (Homo sapiens), Q9HC16; Potency, µM (series often up to 46.1 µM), for the others: top-dose activity, negative = active, hits mostly inhibitors; AID 602310, 2012; HeLa A3G-eYFP + Vif (tagged APOBEC3G with the HIV-1 protein that degrades it), YFP fluorescence, overnight;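 further: potency means the concentration at half of the fitted maximal effect; on the % scale 0 is the no-effect control and ±100 the full control effect; nearly all actives have a fitted effect of over 60% in size; hits raise eYFP signal because A3G escapes Vif-driven loss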
Target sequence (Q9HC16 whole entry, looked up): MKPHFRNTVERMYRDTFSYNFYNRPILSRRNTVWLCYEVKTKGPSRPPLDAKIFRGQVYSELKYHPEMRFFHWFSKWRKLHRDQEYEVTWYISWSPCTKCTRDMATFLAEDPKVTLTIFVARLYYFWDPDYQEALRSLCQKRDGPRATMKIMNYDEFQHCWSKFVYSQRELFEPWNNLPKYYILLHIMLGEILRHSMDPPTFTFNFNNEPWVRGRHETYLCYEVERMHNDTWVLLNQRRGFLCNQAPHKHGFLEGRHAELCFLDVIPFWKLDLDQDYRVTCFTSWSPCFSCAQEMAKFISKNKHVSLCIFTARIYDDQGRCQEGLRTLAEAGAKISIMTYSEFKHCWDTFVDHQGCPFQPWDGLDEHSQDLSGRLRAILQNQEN
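HeLa cells stably expressing Vif and C-terminally eYFP-tagged A3G, seeded overnight at 37 deg C, then exposed to compound by pintool overnight at 37 deg C. Rise in yellow fluorescence (Ex 488/Em 500-530, Acumen) marks blocked Vif-driven A3G degradation.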
RXFP1 ag: qHTS Assay for Agonists of the Relaxin Receptor RXFP1; 370,000 tested, 0.3% active; Relaxin receptor 1 (Homo sapiens), Q9HBX9; Potency, µM (doses to about 57.5 µM), for inactives: at the highest dose activation, actives largely listed as activators; HEK293T-RXFP1 cAMP TR-FRET, 30 min; response scale: percent of porcine relaxin response, buffer zero; further: potency means the concentration at half of the fitted maximal effect; on the % scale 0 is the no-effect control and ±100 the full control effect; nearly all actives have a fitted effect of over 60% in size; many of its hits are not listed in these tables
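HEK293 cells stably expressing RXFP1, treated 30 min at 37C with compounds plus PDE4 inhibitor Ro 20174; cAMP measured by HTRF TR-FRET. Normalized to buffer and 29 nM porcine relaxin; EC50 by Hill fit.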
Glioma ERSR ind: qHTS for Inducers of the Endoplasmic Reticulum Stress Response (ERSR) in Human Glioma: qHTS; U87-MG GRP78 promoter luciferase reporter, 16 h; Potency, µM, inactives show top-dose activation, actives largely listed as activators; 420,000 tested, 0.02% active; further: potency means the concentration at half of the fitted maximal effect; series mostly up to about 76 µM; % of control where 0% means no effect; nearly all actives have a fitted effect of over 35% in size
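Stably transfected U87-MG human glioma cells carrying a GRP78-based luminescent sensor were seeded at 1000 cells/well, pin-dosed with compounds and incubated 16 h. Luciferase reagent was then added, and end-point luminescence was read after 10 min at room temperature.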
USP1 inh: Inhibitors of USP1/UAF1: Primary Screen | AID 743255, 2014 | recombinant USP1/UAF1, Ub-Rhodamine cleavage fluorescence | 390,000 tested, 0.23% active | Potency, µM (series often up to 57.1 µM), without a hit: at the highest dose activity change, negative = inhibition, usual class: inhibitors | Ubiquitin carboxyl-terminal hydrolase 1 (Homo sapiens), O94782; further: potency means the concentration at half of the fitted maximal effect; on the % scale 0 is the no-effect control and ±100 the full control effect; nearly all actives have a fitted effect of over 60% in size; inactives centre near -12
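Step one: compound is pinned into 1nM USP1/UAF1 in HEPES pH 7.8 buffer with TCEP. Step two: 15 min room-temperature incubation. Step three: Ub-Rho (150nM final) starts cleavage, tracked by fluorescence over six one-minute reads.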
PI4K2A block: qHTS for small molecular inhibitors of PI4K2A. 420,000 tested, 0.13% active. Phosphatidylinositol 4-kinase type 2-alpha (Homo sapiens), Q9BTU6. AID 1346378, 2018. purified PI4K2A, ADP-Glo luminescence, 1 h; hits give low values. activity change, negative = inhibition, % at 76.9 µM; in the data active means activity change below about -50%; inconclusive means mostly about -30% to -49%;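 further: -100% = wells without enzyme as full effect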
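PI4K2A activity was measured by ADP-Glo luminescence: enzyme (4 ug/mL stock) and phosphatidylinositol (1.2 mM stock) in Tris pH 7.5/MgCl2/EGTA/Triton X-100 buffer were reacted with ATP (300 microM stock) for one hour at ambient temperature.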
LDHA block: qHTS assay for inhibitors of human lactate dehydrogenase; 480,000 tested, 0.15% active; activity change, % (values are at about 110 or 230 µM); L-lactate dehydrogenase A chain (Homo sapiens), P00338; purified LDHA, NADH/diaphorase-resazurin fluorescence; hits give low values; AID 1347041, 2019; in the data active means activity change below about -30%; inconclusive means mostly about -25% to -30%;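 further: plate controls were DMSO wells for no effect and wells without enzyme for full effect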
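Enzyme activity of human lactate dehydrogenase 5 (2 nM; 0.06 mM NADH, 0.2 mM pyruvate, 5 min, RT) is measured via a resazurin/diaphorase fluorescence readout of residual NADH.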
Vif-APOBEC3F blk: qHTS for Inhibitors of Vif-A3F Interactions: qHTS | HeLa A3F-eYFP + Vif (tagged APOBEC3F with the HIV-1 protein that degrades it), YFP fluorescence increase | Potency, µM (doses to about 46.1 µM), for the others: at the highest dose activity, negative = active | 390,000 tested, 0.2% active | AID 602313, 2012; further: potency means the concentration at half of the fitted maximal effect; % of control where 0% means no effect; nearly all actives have a fitted effect of over 65% in size
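Fluorescence increase (Ex 488/Em 500-530) after overnight compound treatment at 37 deg C flags inhibition of Vif-driven A3F-eYFP loss in stable HeLa A3F-eYFP/Vif cells seeded overnight beforehand.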
The depositor's hits bear a star; ? = inconclusive; · = no result given; & = joins results of further samples; [ ] = remark or other dose. Unless noted, the call rests on the fitted dose curve; in most records, active means well fitted curve in the direction sought with a large enough effect; inconclusive means small, poorly fitted or top-dose-only effect, or another doubt; inactive means no such curve, though single readings can be large; an effect the other way counts as inactive or inconclusive.

mol	Vif-APOBEC3F blk	TrxR1 substrate	Glioma ERSR ind	PI4K2A block	LDHA block	IDH1 R132H inh	USP1 inh	Vif-APOBEC3G blk	RXFP1 ag
COC(=O)c1ccc(-n2nnnc2SCC(=O)N2CCCCC2)cc1	8%	4%	-2%	-5	-9	7%	-5%	-4%	3.8%
CCOC(=O)c1c(C)[nH]c(CCC(=O)NCc2cc(OC)c(OC)c(OC)c2)c1C	-14%	0%[57.1 µM]	-6%	-1	-5	-2%	-9%	-6%	2.7%
O=C(NCc1cccc(Cl)c1)c1ccc(CS(=O)Cc2ccc(Cl)cc2)o1 (stereo not drawn)	0%	-1%	-4%	5	-8	0%	-18%	0%	0.0%
CCOc1ccc(Nc2nc3c(S(=O)(=O)c4ccc(C(C)C)cc4)nnn3c3ccsc23)cc1	1%	3%	-3%	0	-2	?	?	-4%	0.0%
CCOc1ccccc1NC(=O)CCNS(=O)(=O)c1ccccc1	-3%	8%	-1%	-1	1	1%	-23%	-3%	0.0%
O=C(Cn1c(S(=O)(=O)Cc2ccccc2)nc2ccccc21)N1CCCCC1	-3%	7%[57.1 µM]	-3%	10	2	11%	-17%	0%	1.1%
Cc1cccc(Nc2nc(N)nc(-c3oc4ccccc4c3C)n2)c1	-8%	28%	-4%	-2	-5	-2%	?	?	-3.0%
CCOC(=O)C(CC)n1cnc2c(cnn2-c2ccc(Cl)cc2)c1=O (stereo not drawn)	-10%	7%[57.1 µM]	0%	4	-2	0%	-9%	2%	0.9%
Cc1cc(C)c(C2C3=C(Nc4c2c(C)nn4-c2ccccn2)c2ccccc2C3=O)c(C)c1 (stereo not drawn)	?	-7%	-3%	2	-10	-6%	-22%	-1%	0.9%
O=C(Nc1cccc(-c2nc3ccccc3o2)c1)c1cccc(Br)c1	?	4%[57.1 µM]	1%	-6	12&-10	-7%	-11%	?	0.0%
COc1ccc(NC(=O)Nc2nc(C(N)Cc3ccc(C(F)(F)F)cc3)cs2)cc1 (stereo not drawn)	·	·	-10%	1	3	·	·	4%	·
COCCNc1ncnc2c1ncn2[C@H]1CN(CCOC)C[C@@H](CO)O1	·	·	-3%	-1	-2	·	·	-1%	·
O=C1C(=O)N(CCCN2CCOCC2)C(c2ccc(F)cc2)/C1=C(/O)c1ccccc1 (stereo not drawn)	-1%	2%	-5%	-9	-1	2%	-4%	-4%	1.3%
Cn1c(SCc2ccc(Br)cc2)nnc1-c1cccs1	-2%	-13%	7%	1	-8	4%	-4%	-4%	2.0%
CN(/N=C/c1ccco1)C1=NS(=O)(=O)c2ccccc21	0%	39%[activator]	-4%	4	-6	-9%	-24%	-3%	1.3%
O=C(/C=C/c1ccccc1)OCc1cncs1	8%	-4%	4%	7	-2	-8%	-24%	3%	-0.1%
CC1(C(=O)NS(=O)(=O)c2cccc(Cl)c2)CCN1C(=O)Cc1ccc(-c2ccccc2)cc1 (stereo not drawn)	·	·	5%	-5	-5	·	·	-7%	·
COc1ccc(CNC(=O)c2cc3c(=O)[nH]c4ccc(C)cc4c3s2)c(OC)c1	4%	36%[activator]	-3%	-3	-7	-1%	-16%	-11%	11%
Cc1sc2ncnc(SCC(=O)N3CCCCC3)c2c1C	13%	2%	-5%	-2	0	-2%	-11%	2%	10%
O=C(/C=C/c1ccc2c(c1)OCO2)N1CCN(c2ccccc2F)CC1	-4%	-9%	-2%	2	-4	5%	-11%	0%	0.8%
CCOC(=O)c1ccc(NC(=O)C2CCCN(S(=O)(=O)c3ccc(F)cc3)C2)cc1 (stereo not drawn)	0%	-7%	-4%	2	0	-8%	-22%	1%	-0.2%
CC(C)CC(=O)Nc1ccc(C(=O)COC(=O)CN2C(=O)NC3(CCCCC3C)C2=O)cc1 (stereo not drawn)	-12%	-11%	0%	-3	-3	-2%	-13%	0%	-0.2%
O=C(c1cc(COc2ccc(F)cc2Cl)on1)N1CCCC(c2ccccc2)C1 (stereo not drawn)	-7%	-1%[57.1 µM]	0%	-3	5	-1%	-15%	-2%	-0.7%
COc1ccc(CCNC(=O)c2nonc2N)cc1	-11%	-5%	6%	5	-13	-1%	-16%	3%	0.5%
Cc1csc(SC(C)C(=O)Nc2ccccc2C)n1 (stereo not drawn)	2%	5%	-5%	9	-6	-7%	-21%	3%	-2.3%
COCCCNCC(O)C(F)(F)F (stereo not drawn)	-1%	-5%	-1%	4	-2	6%	-21%	-1%	1.5%
CC(C)OCCCNC(=O)C1CCN(S(=O)(=O)N2CCCC2)CC1	-1%	1%	-4%	-1	2	-4%	-23%	3%	-0.7%
Cc1ccc(NC2=NCC(=O)N2Cc2ccc3c(c2)OCO3)cc1	-12%	-4%	1%	-1	2	5%	-17%	-1%	2.0%
Fc1ccccc1Nc1c2c(nc3ccccc13)CCC2	-17%	-5%	-1%	7	3	-15%	-36%	-10%	1.5%
Cc1ccc(-n2nnnc2SCC(=O)Nc2sc(C)c(C)c2C#N)cc1C	-10%	10%	-1%	2	-6	2%	-4%	0%	-0.3%
Cc1cccc(N(CC(=O)NC(C)(C)C)C(=O)CS(=O)CC(=O)Nc2ccc(F)cc2)c1 (stereo not drawn)	4%	0%	-4%	-1	-5	-1%	-22%	-1%	-1.2%
N#CCC(=O)N/N=C/c1cccc(Oc2ccccc2)c1	-4%	-8%[57.1 µM]	-2%	9	-6	8%	-20%	-10%	-1.5%
CSC1=NC2(CCN(C(=O)NC3CCCCC3)CC2)N=C1c1ccc(C)c(C)c1	-2%	2%	0%	-3	0	-1%	-8%	0%	0.0%
CC1CCN(C(=O)c2ccc(NC(=O)c3nsc4ccccc34)cc2)CC1	3%	4%[57.1 µM]	-1%	-1	-6	1%	?	9%	0.7%
O=C(COC(=O)Cc1ccccc1F)NNC(=O)c1ccc(Cl)cc1	1%	1%	-5%	3	-5	9%	-23%	0%	-0.6%
CCOC(=O)[C@H]1[C@H]2COc3ccc(Cl)cc3[C@@H]2N2C(=O)CN(Cc3ccc(C)cc3)C(=O)[C@@]12C	-4%	-5%	-4%	5	-2	4%	-28%	-6%	2.7%
COc1ccccc1C(=O)N1CCN(C(=O)c2ccncc2)CC1	-8%	-11%[57.1 µM]	-9%	-8	-3	-2%	-14%	0%	-0.4%
C=CCSc1nc(O)c(CC)c(=O)n1C(C)CC (stereo not drawn)	0%	7%	-4%	-2	-8	0%	-5%	1%	0.1%
CN1C(=O)N(C)C2C1N(C)S(=O)(=O)N2C (stereo not drawn)	8%	7%	0%	8	-8	2%	-25%	-8%	-0.1%
Oc1c(C(c2ccc(Cl)cc2)N2CCCC2)cc(Cl)c2cccnc12 (stereo not drawn)	6%	1%[57.1 µM]	-5%	6	5	0%	-10%	-10%	-1.3%
Oc1ccc2oc3c(c2c1/C=N/n1cnnc1)CCCC3	?	10%[0.457 µM]	-1%	1	2	19%	-21%	0%	2.6%
O=C(CSc1ccc(-c2nc3ccccc3[nH]2)cn1)Nc1ccc2c(c1)OCCO2	-8%	37%[activator]	?	-2	-7	9%	-28%	-13%	5.8%
CC#Cc1cc2c(cc1O)CCC1C2CCC2(C)C(O)CCC12 (stereo not drawn)	3%	0%	5%	6	21	3%	-24%	?	·
CCCNc1nc(C)cc(-c2cc(-c3ccc(Cl)cc3)on2)n1	2%	3%[57.1 µM]	1%	0	-1	-7%	-11%	6%	3.0%
CC(=O)c1ccc(NC(=O)CCc2ccc(C)o2)cc1	15%	-11%	6%	-1	-1	0%	7%	5%	1.7%
FC(F)(F)c1cc(Oc2ccccc2)nc(-c2ccccn2)n1	-2%	-8%	-3%	1	-1	-2%	-11%	-9%	0.3%

High-throughput results as filed in PubChem.

The list is partial, so the mix of outcomes need not match the whole.
